USP2a inh: inhibitors of human ubiquitin-specific protease USP2a. O75604. USP2 core, Ub-CHOP2 coupled fluorogenic reporter, 485/531. Potency, µM (top dose mostly 38.3 µM), inactives show at the highest dose activity change, negative = inhibition, usual class: inhibitors. 330,000 compounds, 0.01% hits. AID 463254;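 also: potency is read from the fitted curve at half-maximal effect; plate controls were DMSO wells for no effect and full inhibition by NEM control for full effect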
Target sequence (O75604 whole entry, looked up): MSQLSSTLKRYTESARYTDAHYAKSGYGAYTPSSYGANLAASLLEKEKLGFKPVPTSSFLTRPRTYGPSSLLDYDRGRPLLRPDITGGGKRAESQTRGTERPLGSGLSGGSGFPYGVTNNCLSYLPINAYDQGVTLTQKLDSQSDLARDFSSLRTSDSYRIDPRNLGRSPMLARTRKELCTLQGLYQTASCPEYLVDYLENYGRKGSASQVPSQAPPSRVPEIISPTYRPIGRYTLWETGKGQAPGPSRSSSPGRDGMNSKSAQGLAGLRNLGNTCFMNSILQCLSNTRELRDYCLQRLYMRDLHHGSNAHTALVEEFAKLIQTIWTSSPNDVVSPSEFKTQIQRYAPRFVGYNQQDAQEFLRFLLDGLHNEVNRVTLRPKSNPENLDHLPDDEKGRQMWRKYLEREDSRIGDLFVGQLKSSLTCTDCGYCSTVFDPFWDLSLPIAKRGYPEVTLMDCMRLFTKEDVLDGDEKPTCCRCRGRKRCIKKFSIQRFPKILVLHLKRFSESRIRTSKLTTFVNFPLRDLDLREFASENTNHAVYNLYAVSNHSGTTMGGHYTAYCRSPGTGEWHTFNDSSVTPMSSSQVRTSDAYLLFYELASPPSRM
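Cell-free coupled assay: 10nM USP2 core preincubated 30min RT with compound in Tris-HCl pH 8.0/CaCl2/CHAPS buffer, then 25nM Ub-CHOP2 and 25nM reporter substrate; fluorescence (Ex 485/Em 531) read after 60min RT, normalized to NEM inhibition, concentration-response curves fitted.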
GALK inhibitor: galactokinase (human) inhibition; 270,000 compounds, 0.007% hits; AID 1868; Purified GALK, Kinase-Glo residual ATP luminescence; Potency, µM (highest dose often 57.5 µM), inactives show top-dose activity change, negative = inhibition, usual class: inhibitors; P51570; also: potency is read from the fitted curve at half-maximal effect
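The enzyme phosphorylates galactose (100 uM) using ATP (35 uM); inhibition is detected as higher residual ATP, quantified by bioluminescence after 1 h reaction at room temperature, pH 8.0.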
uPA surface inh: blocks generation of uPA at the cell surface. cell surface uPA generation assay, qHTS. Potency, µM (titrated, usually from 38.3 µM), without a hit: at the top dose activity change, negative = inhibition, usual class: inhibitors. 330,000 compounds, 0.31% hits; active = well fitted inhibition curve with a large enough effect; inconclusive = small, poorly fitted or top-dose-only effect; inactive = no such curve, though single readings can be large or run the other way; tested in mouse RAW 264.7 cells; also: potency is read from the fitted curve at half-maximal effect; nearly all actives have a fitted effect of over 55% in size
hERG WT inh: inhibitors of human wildtype KCNH2 potassium channel; Q12809; U2OS, BacMam KCNH2, thallium flux FluxOr; stronger effect = lower value; activity change, % at 1.84 µM; 340,000 compounds, 0.37% hits;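 active = maximum activity change below -70%; inconclusive = maximum activity change between -70% and -50%; inactive = maximum activity change above -50%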
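U2OS cells transduced with wild-type KCNH2 virus are loaded with FluxOr dye for 45 min, and thallium flux is measured in kinetic reads before and after stimulation buffer. Rate constants are normalized to DMSO controls.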
Eya2 phos inh: blocks the phosphatase activity of human Eya2 | 330,000 compounds, 0.006% hits | recombinant Eya2, OMFP fluorescence dephosphorylation (OMFP is methylfluorescein phosphate) | Potency, µM (series often up to 76.9 µM), without a hit: at the highest dose activity, negative = inhibition, most hits filed as inhibitors | AID 488837; also: potency is read from the fitted curve at half-maximal effect
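Eya2 protein (added as 0.2 uM solution) was preincubated with compound for 10 min at ambient temperature in 50 mM HEPES pH 7.5, 50 mM NaCl, 5 uM MgCl2, 0.05% BSA, 1 mM DTT. OMFP (added at 50 uM) then reacted 10 min; fluorescence read at 485/525 nm.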
KCNH2 3.1 inh: blocks the human KCNH2 3.1 channel isoform | U2OS KCNH2 3.1, thallium flux FluxOr; stronger effect = lower value | activity change, % (tested at about 1.8 µM) | 340,000 compounds, 0.95% hits | AID 720553;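 active = maximum activity change below -70%; inconclusive = maximum activity change from -70% to -50%; inactive = maximum activity change above -50%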;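 also: thallium influx rate constant from kinetic fluorescence after stimulation buffer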
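FluxOr-based Tl+ influx in U2OS cells transduced with KCNH2 3.1 virus; rate constants normalized to DMSO controls.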
Chronic BCR inh: chronic active BCR signaling inhibition | ABC-DLBCL IkBa-CBG/CBR reporter, luminescence ratio, 4 h | Potency, µM (highest dose often 46.1 µM), without a hit: at the top dose ratio change, negative = lower green/red ratio, usual class: inhibitors | 340,000 compounds, 0.05% hits; active = well fitted inhibition curve with a large enough effect in the signal ratio, with a control signal flat, not every such curve was filed as active; inconclusive = small, poorly fitted or top-dose-only effect, or effect the other way, or a change in a side signal; the % refers to the signal ratio;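 also: potency is read from the fitted curve at half-maximal effect; plate controls were basal doxycycline-induced cells for no effect and cells given 10 µM MG132 for full effect; MG132 reads +100%, hits lower the ratio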
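Compounds up to 46 uM were incubated four hours with TMD8 cells whose green CBG68 luciferase is fused to IkappaBalpha; red CBR luminescence normalised the signal, and concentration-effect curves were fitted to fusion, red and ratio data.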
B2AR arrestin: recruits beta-arrestin to the human beta2-adrenergic receptor; Potency, µM (series often up to 46.1 µM), inactives show at the top dose activation, hits mostly activators; 330,000 compounds, 0.02% hits; P07550; AID 492947; beta-arrestin recruitment to beta2AR, cell-based reporter;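 also: potency is read from the fitted curve at half-maximal effect; 0% = DMSO controls and full agonism = EC100 isoproterenol or metaproterenol; nearly all actives have a fitted effect of over 65% in size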
Target sequence (P07550 whole entry, looked up): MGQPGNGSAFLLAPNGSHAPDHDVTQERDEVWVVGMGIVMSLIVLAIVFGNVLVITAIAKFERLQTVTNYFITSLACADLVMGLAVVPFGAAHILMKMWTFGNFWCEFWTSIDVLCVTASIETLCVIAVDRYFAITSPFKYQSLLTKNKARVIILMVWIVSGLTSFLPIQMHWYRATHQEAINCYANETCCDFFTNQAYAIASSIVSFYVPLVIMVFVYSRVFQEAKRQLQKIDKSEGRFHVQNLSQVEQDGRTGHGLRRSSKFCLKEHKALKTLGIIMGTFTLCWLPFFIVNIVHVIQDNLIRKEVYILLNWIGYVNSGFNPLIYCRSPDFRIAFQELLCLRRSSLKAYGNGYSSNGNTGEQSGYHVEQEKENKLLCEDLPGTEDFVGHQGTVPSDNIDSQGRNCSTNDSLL
FBPA coupling cs: counter-screen for Giardia aldolase inhibitors: coupling enzyme system; coupling enzyme system counterscreen, AmpLite Red fluorescence; activity change, negative = inhibition, % at 58.2 µM, hits read low; 290,000 compounds, 0.67% hits; AID 2472; in the data active = activity change below about -30%
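Activity here indicates interference with the coupling reaction, not aldolase inhibition. Compounds at 57.5 uM final met coupling enzymes for 10 min at RT; substrate and AmpLite Red detection followed, with a 525/598 nm fluorescence read after 20 min.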
PKM2 act: increases activity of human pyruvate kinase M2; P14618; purified PKM2, Kinase-Glo ATP luminescence, activation; response scale: 0% is enzyme alone, no compound; Potency, µM (top dose mostly 57.5 µM), for the others: top-dose activation, usual class: activators; 260,000 compounds, 0.34% hits; AID 1631; also: potency is read from the fitted curve at half-maximal effect; nearly all actives have a fitted effect of over 55% in size
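Purified hPK-M2 (>95% pure) converted ADP (0.1 mM final) to ATP with 0.5 mM PEP in 50 mM imidazole pH7.2, KCl, MgCl2, Tween 20, BSA; 1 h at room temperature. ATP detected by Kinase-Glo luminescence.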
Giardia killer: kills Giardia lamblia | Giardia lamblia trophozoite viability | activity change, % at 7.66 µM, hits read low | 340,000 compounds, 0.15% hits | AID 540267; in the data active = activity change below about -80%; inconclusive = between about -30% and that limit;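 also: parasites exposed to compound for two days anaerobically before the ATP read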
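Luminescence from cellular ATP indicates surviving trophozoites (100 cells/well) following 48 hrs anaerobic compound treatment at 37 deg C; signal develops 15-30 min at room temperature.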
An asterisk follows results filed as active; ? = inconclusive; . = no result given; & = joins results of further samples; [ ] = remark or other dose. Unless noted, calls follow the shape of the dose curve; as a rule, active = well fitted curve in the direction sought with a large enough effect; inconclusive = small, poorly fitted or top-dose-only effect, or another doubt; inactive = no such curve, though single readings can be large; an effect the other way counts as inactive or inconclusive. Unless noted, % is scaled to controls: 0 for no effect and ±100 for the full control effect.

Every second line gives: Eya2 phos inh	uPA surface inh	GALK inhibitor	USP2a inh	hERG WT inh	Giardia killer	Chronic BCR inh	KCNH2 3.1 inh	B2AR arrestin	FBPA coupling cs	PKM2 act
COc1ccc(CNCc2cccc3ccccc23)cc1
    -23.2%	-4.4%	0.0%	-7.2%	10.7	-3.9	?	-6.2	0.3%	-0.2	2.4%
CN(C)C(=O)CSc1ccc(S(=O)(=O)N2CCOCC2)cn1
    8.7%	8.8%	.	1.6%	8.9	-3.3	-4.9%	19.1	0.4%	.	.
Cc1cn(CC2COC(C)(C)O2)c(=O)[nH]c1=O (configuration not stated)
    -14.7%	0.9%	0.1%	0.1%	1.0	-8.0	-0.1%	3.0	0.3%	8.7	-0.5%
N#CCCN(CCC#N)C(=O)c1ccc(Cl)cc1
    -3.7%	20.9%	3.9%	-0.8%	-12.7	7.6	0.7%	4.5	-0.1%	4.7	-4.6%
CCOC(=O)[C@H]1[C@H]2COc3ccc(Br)cc3[C@@H]2N2C(=O)c3ccc(F)cc3NC(=O)[C@@]12C
    12.0%	-7.8%	.	-0.4%	17.3	14.6	?	-32.0	0.0%	.	.
Cc1ccc(N2CC(C(=O)NCCC3=CCCCC3)CC2=O)cc1 (configuration not stated)
    -11.9%	1.2%	.	1.7%	-1.0	-2.9	7.2%	-0.7	-0.5%	.	.
C[C@@H]1CN(Cc2nc(-c3cccs3)no2)C[C@H](C)O1
    -12.0%	4.0%	6.7%	2.5%	-2.3	20.5	9.8%	51.6	-0.1%	-2.1	-2.6%
C[C@]12CC[C@H](O)CC1=CCC1C2CC[C@@]2(C)C1CC[C@@H]2NC(=O)[C@@H](N)Cc1ccccc1 (some centres not stated)
    -9.7%	1.2%	.	2.1%	-1.8	-16.0	-16.9%	-0.7	-1.0%	.	.
CC(=O)c1ccc(S(=O)(=O)N2CCn3cccc3C2C)cc1 (configuration not stated)
    12.0%	-16.1%	.	3.6%	-4.6	9.5	1.1%	-28.6	-1.6%	.	.
O=c1[nH]nc(Cc2ccc(Cl)cc2Cl)c2ccccc12
    -32.1%	-7.6%	-0.5%	-0.6%	-0.9	9.1	-4.3%	-3.5	-0.1%	9.0	-11.4%
COc1ccc(/C(C)=N/NC(=O)CNC(=O)c2cccnc2)c(OC)c1
    4.5%	-3.2%	-2.7%	2.9%	-9.5	6.8	-0.6%	-10.6	-1.0%	-6.5	.
COc1cc(NC(=O)CSCc2cnn(-c3ccccc3)c2-n2cccc2)cc(OC)c1
    -25.2%	9.8%	-0.4%	-9.6%	-3.6	9.3	1.1%	-7.2	12.1%	0.7	9.0%
CN1CCN(c2nc(-c3cccc([N+](=O)[O-])c3)nc3ccccc23)CC1
    -12.0%	-4.0%	.	-1.0%	35.2	-17.1	-1.5%	-1.4	0.4%	0.4	.
CCOC(=O)C1=CN(Cc2ccco2)S(=O)(=O)N(CC)C1c1cccc(OC)c1 (configuration not stated)
    3.0%	1.3%	.	-12.4%	-1.9	-0.1	-0.5%	-1.4	-0.6%	.	.
Cc1cc(=O)oc2cc(OCC(=O)NC3(C#N)CCCCC3)c(Cl)cc12
    -22.0%	5.1%	.	-1.4%	-5.8	-6.6	?	-4.3	3.2%	.	.
O=C(O)CCCCCN1C(=O)/C(=C/c2ccncc2)SC1=S
    -11.0%	-8.1%	0.4%	0.4%	16.2	7.9	?	-1.9	?	9.1	10.6%
O=C(CCc1ccc(S(=O)(=O)N2CCOCC2)cc1)OCC(=O)c1ccccc1F
    -32.4%	-6.6%	.	-3.2%	-2.5	40.4[activator]	3.8%	-7.8	-0.8%	.	.
CC(=O)Oc1ccc2c(C)c(CC(=O)N3CCN(C(=O)C4COc5ccccc5O4)CC3)c(=O)oc2c1C (configuration not stated)
    -12.8%	4.3%	-0.2%	-0.3%	2.7	30.8[activator]	-4.3%	4.1	0.4%	3.3	.
COC(=O)COc1cccc(NC(=O)c2ccc(C)cc2)c1
    -7.7%	-10.8%	-3.0%	1.2%	6.2	-10.8	?	-20.5	-0.7%	.	-1.5%
CCn1c(SCC(=O)Nc2ccc(S(N)(=O)=O)cc2)nnc1-c1ccccc1OC
    -15.0%	-3.8%	0.9%	0.5%	-2.4	0.3	1.6%	7.4	-0.6%	-1.0	-0.1%
NC(=O)CSc1nnc2n(N)c(=O)c3ccccc3n12
    13.7%	-6.4%	-0.1%	3.2%	-2.5	-11.7	3.4%	16.2	-1.2%	0.3	.
CC(C)(C)c1nc(SCC(=O)c2ccccc2)c2ccccc2n1
    1.7%	.	-1.5%	7.2%	-16.0	-0.6	?	-10.8	0.0%	0.3	-0.9%
CC(C)CCSc1nc2ccccc2[nH]1
    10.5%	.	8.4%	-1.3%	4.2	-1.4	?	8.6	-1.6%	-7.0	-5.9%
Cc1ccc(S(=O)(=O)N2CCOCC2)cc1C(=O)OC(C)C(=O)NC1CCCC1 (configuration not stated)
    -10.6%	-8.8%	.	0.9%	-1.4	-2.1	0.1%	-0.9	-0.9%	.	.
Cc1ccc(-c2cnc(NC(=O)CCC(=O)N(C)Cc3ccccc3)n2C)cc1
    ?	-4.2%	3.1%	3.3%	-6.5	-0.4	-17.4%	-6.1	-0.7%	2.7	-2.1%
CC(=O)NNC(=O)N1Cc2ccccc2Oc2ccc(Cl)cc21
    0.8%	23.5%	.	.	-5.0	-20.2&4.6	.	-4.1	.	2.5	.
CCc1nnc(N/N=C/c2ccccc2F)n1N
    7.2%	-9.2%	-1.3%	4.3%	-5.7	12.5	?	5.3	-0.3%	-19.5	2.2%
CC1CCCC(NC(=O)CN2C(=O)NC(c3ccccc3)(c3ccccc3)C2=O)C1C (configuration not stated)
    -28.0%	5.1%	.	-3.8%	-9.8	-28.0	2.1%	-7.7	-2.1%	.	.
O=C(CSc1nnc(-c2ccccc2Br)o1)Nc1cccc2ccccc12
    6.2%	-2.6%	0.2%	0.5%	4.7	3.1	?	-0.3	-0.2%	1.1	1.1%
CCOC(=O)c1sc(N)c(C#N)c1CSc1nc2ccc(OCC)cc2[nH]1
    2.1%	4.4%	1.6%	-1.1%	2.1	4.0	0.6%	-11.7	-0.3%	-2.5	6.4%
Fc1ccc(N2CCN(c3nc(-c4ccco4)cc(C(F)(F)F)n3)CC2)cc1
    8.9%	12.2%	-3.5%	3.0%	0.8	13.9	-7.5%	-7.7	-0.3%	-3.9	-2.9%
COc1ccccc1NC(=O)Nc1ccc(C(=O)N2CCCCC2)cc1
    5.2%	?	6.9%	3.9%	-3.0	?	?	-6.8	-0.7%	0.1	-28.0%
CCOc1cc(CNc2ccc3c(c2)OCCO3)cc(Br)c1OC
    -23.2%	-14.0%	-3.1%	-2.0%	5.0	1.6	?	-9.2	0.2%	-2.0	0.7%
COc1ccc(CN2CCCN(S(=O)(=O)c3ccc(Br)cc3)CC2)cc1
    -0.8%	-2.6%	-1.8%	-11.7%	-126.0*	6.6	0.2%	-101.6*	0.4%	-0.9	.
CCCn1c(N)c(C(=O)CSc2nc3ccccc3c(=O)n2-c2ccc(OC)cc2)c(=O)[nH]c1=O
    14.8%	.	5.8%	1.0%	-25.8	19.2	-5.3%	1.3	-0.2%	0.3	-2.6%
Cc1ccc(NS(=O)(=O)c2ccc(CCC(=O)N3CCOCC3)cc2)cc1
    7.1%	-6.5%	0.6%	0.8%	5.6	-25.0	?	-8.9	-0.3%	0.9	-17.9%
CCN(CC)CCn1cnc2c([nH]c3cccc(OC)c32)c1=O
    9.3%	6.6%	0.5%	-0.3%	-3.1	6.2	-3.3%	-12.3	0.1%	-0.3	1.7%
Cc1ccccc1C(=O)OCC(=O)NCC1COc2ccccc2O1 (configuration not stated)
    0.3%	0.5%	.	-1.2%	3.7	20.1	0.8%	-9.4	-0.5%	.	.

Compound activity as filed in PubChem BioAssay.
